LAP4-GFP MLPCN: modulators of LAP4-GFP expression in yeast, primary screen, S. cerevisiae, multiplex flow cytometry, MLPCN library. GFP response vs DMSO, % at 10 µM. 320,000 compounds, 0.34% hits. 3 h; median GFP as percent of DMSO wells;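 active = GFP response vs DMSO above a set limit, about the screen mean plus 3 SD, cut at about 150% in these data; inconclusive = under 70 cell events counted for the yeast strain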
CIT2 TOR yeast: modulators of CIT2-GFP expression in yeast, primary screen, S. cerevisiae, GFP fusion, multiplex flow cytometry, MLPCN library | S. cerevisiae CIT2-GFP strain, 3 h; 100 means same as DMSO wells | GFP response vs DMSO, % at 10 µM | 320,000 compounds, 0.065% hits | AID 2029, 2009;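 active = GFP response relative to DMSO above a set limit, near the screen mean plus 3 SD, cut at about 150% in these data; inconclusive = Fewer than 70 cells measured for a yeast strain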;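 note: ratio of well median GFP fluorescence to mean of DMSO wells on the plate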
AHR activator: AHR activators, primary screen, cell-based, luminescence, luciferase reporter, human; Aryl hydrocarbon receptor (Homo sapiens), P35869; AHR-responsive luciferase reporter cells; activation, % at 5 µM; 320,000 compounds, 2.5% hits; AID 2796, 2010; in the data active = activation above about 47%;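 note: 0% = vehicle wells and 100% = reference agonist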
Target sequence (P35869 whole entry, looked up): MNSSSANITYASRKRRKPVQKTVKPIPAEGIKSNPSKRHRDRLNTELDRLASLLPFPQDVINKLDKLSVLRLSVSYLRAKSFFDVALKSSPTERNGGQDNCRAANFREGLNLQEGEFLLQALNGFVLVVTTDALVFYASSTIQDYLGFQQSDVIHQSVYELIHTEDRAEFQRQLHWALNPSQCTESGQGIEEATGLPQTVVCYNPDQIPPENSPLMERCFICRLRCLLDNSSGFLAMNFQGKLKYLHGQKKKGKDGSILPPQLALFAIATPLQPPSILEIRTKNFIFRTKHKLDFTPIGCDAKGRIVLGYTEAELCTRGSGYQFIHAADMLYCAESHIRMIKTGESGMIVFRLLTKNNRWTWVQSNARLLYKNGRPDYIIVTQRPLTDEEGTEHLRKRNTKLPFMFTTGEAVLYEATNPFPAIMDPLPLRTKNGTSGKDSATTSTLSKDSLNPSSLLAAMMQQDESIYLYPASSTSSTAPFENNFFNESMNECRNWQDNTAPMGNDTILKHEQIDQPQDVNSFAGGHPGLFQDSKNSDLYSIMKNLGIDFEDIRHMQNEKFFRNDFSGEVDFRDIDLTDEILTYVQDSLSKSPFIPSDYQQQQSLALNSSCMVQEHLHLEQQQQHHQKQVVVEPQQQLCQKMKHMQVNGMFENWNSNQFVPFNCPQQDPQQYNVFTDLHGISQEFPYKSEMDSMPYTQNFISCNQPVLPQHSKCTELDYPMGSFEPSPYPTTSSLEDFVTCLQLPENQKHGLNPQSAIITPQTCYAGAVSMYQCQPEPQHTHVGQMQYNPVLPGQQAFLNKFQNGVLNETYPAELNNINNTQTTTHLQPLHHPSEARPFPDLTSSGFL
Yeast superoxide: reduction of superoxide in aged yeast, primary screen, HTS | 330,000 compounds, 0.18% hits | superoxide response (% of plate mean), % at 10 µM | AID 2690, 2010 | S. cerevisiae aged cells, superoxide DHE fluorescence; hits give low values;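 active = superoxide response under a set limit, about three screen SD below normal, cut at about 65% in these data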;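 note: yeast aged for seven days with compound at 30 °C before DHE staining; 100% = average MFI of all compound-treated wells on the plate with controls excluded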
AGP1 TOR yeast: modulators of AGP1-GFP expression in yeast TOR pathway, primary screen, cell-based, multiplex flow cytometry, S. cerevisiae, MLPCN library; 3 h; GFP as percent of DMSO wells; 320,000 compounds, 0.02% hits; AID 2066, 2009; GFP response vs DMSO, % at 10 µM;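 active = GFP response relative to DMSO above a set limit, near screen average plus 3 SD, cut at about 150% in these data; inconclusive = fewer than 70 cells counted for the yeast strain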;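 note: median GFP channel fluorescence of the gated AGP1 strain per well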
RPL19A TOR yeast: RPL19A-GFP expression modulators in yeast, primary screen, cell-based, S. cerevisiae, multiplex flow cytometry, MLPCN. percent response vs DMSO, % at 10 µM. 330,000 compounds, 0.3% hits. S. cerevisiae RPL19A-GFP strain, 3 h; hits give low values. AID 2025, 2009;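 active = percent response vs DMSO below 50%; inconclusive = fewer than 70 events counted for the yeast strain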;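 note: median channel GFP fluorescence of the barcoded RPL19A-GFP strain; ratio of sample median GFP to plate DMSO average so 100% = DMSO; lower means less RPL19A-GFP as with rapamycin TOR inhibition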
Efflux pump inh: inhibitors of Candida efflux pumps in yeast, primary screen, S. cerevisiae, Nile Red, multiplex; inhibition, % at 10 µM; 330,000 compounds, 0.44% hits; S. cerevisiae Candida pump triplex;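 active = plate passing quality check with inhibition over a set limit, or well fluorescence over plate mean plus 4 SD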;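 note: Nile Red retained in pooled yeast measured as flow cytometry median fluorescence; 0% = buffer negative control and 100% = Enniatin B positive control; higher means more Nile Red kept so more efflux inhibition; some compounds called inactive have numbers as strong as hits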
MEP2 TOR yeast: modulators of MEP2-GFP levels in yeast, primary screen, S. cerevisiae, multiplex flow cytometry, MLPCN library | S. cerevisiae MEP2-GFP strain, 3 h; 100% = DMSO control level | GFP response vs DMSO, % at 10 µM | 330,000 compounds, 0.51% hits;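 active = GFP response versus DMSO above a set limit, roughly screen mean plus 3 SD, cut at about 180% in these data; inconclusive = fewer than 70 cells counted for a yeast strain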;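 note: median GFP fluorescence of the barcode-gated MEP2-GFP cells per well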
* hit, by the source's call; ? = inconclusive; . = no result given; [ ] = another dose, or the depositor's remark.

smiles | LAP4-GFP MLPCN | CIT2 TOR yeast | AHR activator | Yeast superoxide | AGP1 TOR yeast | RPL19A TOR yeast | Efflux pump inh | MEP2 TOR yeast
CCOC(=O)c1cc(-c2ccccc2)sc1NC(=O)C(C)OC(=O)c1cccnc1OCC (configuration not stated) | 89 | 84 | 0 | 105 | 89 | 94 | 0.6 | 93
CCC(C)NC(=O)CSc1ccc(S(=O)(=O)N2CCN(Cc3ccccc3)CC2)cn1 (configuration not stated) | 98 | 96 | 1 | 79 | 102 | 99 | -0.1 | 100
Cc1cc(=O)[nH]c(SCC(=O)Nc2ccc(C(=O)O)cc2)n1 | 92 | 88 | 0 | 100 | 89 | 92 | -0.7 | 95
C=CCOc1ccc(/C=C2/C(=O)ON=C2C)cc1OCC | 113 | 95 | 2 | 107 | 82 | 98 | 0.0 | 95
Cc1cc(N2CCOCC2)n2ncc(-c3ccccc3Cl)c2n1 | 105 | 89 | . | 100 | 94 | 103 | -0.1 | 106
CCOC(=O)CSc1nc2c(c(=O)[nH]c(=O)n2C)n1CCCc1ccccc1 | 96 | 97 | 0 | 98 | 96 | 95 | 0.0 | 95
N#Cc1c(NC(=O)/C=C/C(=O)O)sc2c1CCN(Cc1ccccc1)C2 | 72[may fluoresce violet] | ? | 3 | 98 | ? | 23*[may fluoresce violet] | -0.1 | 367*[may fluoresce violet]
C/C(=N\O)C(=O)NCCCNCCCN(C)C | 98 | 105 | 4 | 104 | 103 | 102 | -0.1 | 105
O=C(COc1ccccc1)NNC(=O)c1cccs1 | 95 | 102 | 1 | 107 | 104 | 108 | 0.0 | 106
O=C(CN(C1CC1)S(=O)(=O)c1ccc(S(=O)(=O)N2CCCCCC2)cc1)Nc1ccccc1 | 101 | 101 | 1 | 98 | 103 | 102 | -0.1 | 102
COc1ccccc1S(=O)(=O)Cc1ccc(C(=O)NCc2cccs2)o1 | 108 | 99 | 1 | 89 | 103 | 96 | -0.1 | 95
CC(=O)NC(=S)NNC(=O)C(c1ccccc1)c1ccccc1 | 88 | 97 | 1 | 108 | 85 | 90 | 0.1 | 97
O=C(NC1CCCCC1)C1CC(=O)N(c2cccc([N+](=O)[O-])c2)C1 (configuration not stated) | 95 | 101 | 0 | 108 | 99 | 94 | -0.1 | 87
COc1cc(OC)cc(C(=O)NCCOC23CC4CC(CC(C4)C2)C3)c1 | 95 | 97 | 7 | 115 | 97 | 106 | 0.0 | 99
CCn1c(CNc2ccc(Cl)cc2)nnc1SCc1ccc(Cl)cc1 | 120 | 91 | 12 | 131 | 101 | 101 | 0.1 | 100
CCOC(=O)c1ccc(CNC(=O)Cn2nnc(-c3ccc(C)cc3)n2)o1 | 93 | 103 | 4 | 98 | 94 | 96 | -0.1 | 94
Fc1ccccc1NC(=S)NNc1ncc(C(F)(F)F)cc1Cl | 101 | 104 | 7 | 99 | 100 | 102 | 0.1 | 109
Cc1ccc(Cn2nnnc2CN2CCC(O)(c3ccc(F)cc3)CC2)cc1 | 98 | 97 | 0 | 95 | 95 | 94 | 0.0 | 99
CCOc1ccc(C(=O)NC2=NCCS2)cc1 | 102 | 105 | 43 | 84 | 107 | 108 | 0.0 | 109
COc1nc(N(C)C)nc(N(OC)S(=O)(=O)c2ccccc2Cl)n1 | 102 | 107 | 2 | 92 | 80 | 93 | -0.6 | 125
Cc1cc(C)c(S(=O)(=O)N(C)CC(=O)N2CCCCC2)c(C)c1 | 109 | 108 | 3 | 94 | 110 | 101 | 0.4 | 109
CC(=O)N1CC(C)Oc2ccc(S(=O)(=O)NC(CC(=O)O)c3ccccc3C)cc21 (configuration not stated) | 90 | 104 | -3 | 92 | 97 | 98 | -0.3 | 100
CC(Oc1ccccc1)c1ccnc2nc(N3CCOCC3)nn12 (configuration not stated) | 104 | 104 | 2 | 91 | 101 | 99 | 0.0 | 100
COCc1cc(/C=N\NC(=O)COc2ccc(Cl)cc2)ccc1OC | 85 | 92 | 4 | 101 | 94 | 98 | 0.6 | 98
Nn1c(COc2ccccc2)nnc1SCc1cc(=O)[nH]c2ccccc12 | 94 | 96 | 3 | 97 | 99 | 101 | 0.4 | 103
N#C/C(=C\c1c(N2CCCCC2)nc2ccccn2c1=O)S(=O)(=O)c1ccccc1 | 108 | 94 | 1 | 94 | 98 | 98 | -0.1 | 97
O=c1cc(C(F)(F)F)[nH]c2c(C(F)(F)F)cccc12 | 105 | 107 | -1 | 92 | 95 | 111 | -0.3 | 110
Cc1cc2c(c(=O)n1Cc1cccnc1)C(c1cccs1)C(C#N)=C(N)O2 (configuration not stated) | 110 | 103 | 2 | 112 | 102 | 100 | -0.1 | 105
CN(C)S(=O)(=O)c1ccc(Cl)c(C(=O)Nc2cccc3ncccc23)c1 | 96 | 113 | 1 | 97 | 106 | 105 | -0.1 | 111
CCC1=NN(C(=O)Cc2ccc([N+](=O)[O-])cc2)C(O)(C(C)(C)C)C1 (configuration not stated) | 102 | 108 | 3 | 75 | 108 | 107 | -0.1 | 108
COc1ccccc1NC(=O)C1CCC(CNc2c(N3CCCCC3)c(=O)c2=O)CC1 (configuration not stated) | 96 | 97 | -1 | 90 | 98 | 94 | 0.0 | 100
O=C(COC(=O)CCCNC(=O)c1ccc(Cl)cc1)Nc1cc(Cl)ccc1Cl | 104 | 109 | 0 | 98 | 103 | 102 | 0.1 | 99
O=C(Nc1ncc(Cc2cccc(Cl)c2)s1)C1CCCO1 (configuration not stated) | 107 | 128 | 11 | 127 | 99 | 100 | -0.1 | 106
CN(C)c1ccc(P(=O)(Nc2ccc([N+](=O)[O-])cc2)N2CCOCC2)c(NC(=O)c2cccs2)c1 (configuration not stated) | 87 | 99 | 15 | 90 | 95 | 100 | -0.6 | 101
O=C(c1sc2ccccc2c1Cl)N(Cc1ccco1)C1CCS(=O)(=O)C1 (configuration not stated) | 105 | 94 | -1 | 94 | 100 | 96 | 0.1 | 105
Cc1ccc(S(=O)(=O)N(C)c2ccc(OCC(=O)Nc3cccc(-n4cnnn4)c3C)cc2)cc1 | 106 | 101 | 7 | 87 | 109 | 98 | 0.0 | 98
COc1ccc(-n2c3c(c(=O)[nH]c2=O)C(NC(C)=O)(C(F)(F)F)C(=O)N3)cc1 (configuration not stated) | ? | 83[may fluoresce red] | 1 | 114 | ? | ? | -0.1 | ?
Cc1[nH]c2ccc(C(=O)OC(C)C(=O)NC3CCCCC3C)cc2c1C (configuration not stated) | 106 | 101 | 8 | 177 | 106 | 100 | 0.2 | 106
O=C(CSc1nc2[nH]ncc2c(=O)[nH]1)Nc1ccc(OC(F)(F)F)cc1 | 98 | 98 | 31 | 104 | 98 | 102 | 0.2 | 105
Cc1cc(S(=O)(=O)Nc2ccc(C(=O)NCCCN3CCCC3=O)cc2)ccc1F | 105 | 97 | -1 | 99 | 103 | 103 | 0.0 | 105
COc1ccccc1CCc1nnc(CCC(=O)N(C)Cc2ccncc2C)o1 | 93 | 99 | 5 | 120 | 95 | 104 | 0.7 | 103
CCOc1ccc(C(=O)NC(C(=O)NCCc2ccc(OC(F)F)cc2)C(C)C)cc1 (configuration not stated) | 81 | 92 | 5 | 125 | 96 | 100 | -0.1 | 97
O=C(Nc1ccccc1-c1ccccc1)c1ccccc1 | 93 | 101 | -1 | 100 | 92 | 99 | 0.0 | 105
N#C/C(=C\c1cccn1-c1ccccc1)C(=O)NC1CCCCC1 | 117 | 109 | 4 | 96 | 123 | 114 | -1.2 | 129
O=c1c(Cc2ccc(F)cc2)c(O)ccn1Cc1ccc(Cl)cc1Cl | 95 | 95 | 0 | 104 | 95 | 94 | -0.2 | 101
C(C#CCCCCCCCCC[n+]1ccccc1)#CCCCCCCCCC[n+]1ccccc1 | 145 | 90 | 0 | 90 | 109 | 88 | 0.4 | 122
COc1ccc(OC(C)C(=O)NC2CCCCCC2)cc1 (configuration not stated) | 129 | 101 | 4 | 96 | 108 | 109 | 0.1 | 120
COc1ccc(CC(=O)N2CCN(c3ccccc3)CC2)cc1OC | 88 | 102 | -1 | 116 | 102 | 105 | 0.1 | 99
O=c1[nH]c(=O)n(CCOc2ccc(Cl)cc2)cc1Br | 98 | 113 | -2 | 93 | 103 | 103 | -0.2 | 111
COc1ccc(NC2=C3CC(C)CC=C3N(c3ccc(OC)cc3)C2=O)cc1 (configuration not stated) | 97 | 100 | 2 | 83 | 103 | 104 | 0.1 | 100

Later entries:
smiles | LAP4-GFP MLPCN | CIT2 TOR yeast | AHR activator | Yeast superoxide | AGP1 TOR yeast | RPL19A TOR yeast | Efflux pump inh | MEP2 TOR yeast
Cc1ccc2nc3c(cc(C(=O)NCc4ccco4)c(=N)n3C3CCCC3)c(=O)n2c1 | ? | ? | 2 | 99 | ? | 26*[may fluoresce violet] | 0.1 | ?
COCC(=O)N(Cc1cc2ccc(C)cc2[nH]c1=O)c1ccc(OC)cc1 | 100 | 96 | -1 | 119 | 97 | 100 | 0.0 | 107
Cc1ccc(C(C)NC(=O)C2CCCC2)cc1C (configuration not stated) | 99 | 101 | 3 | 103 | 102 | 102 | 0.1 | 108
CCc1c(-c2ccccc2)nc2sc3c(c2c1N)CCCC3 | 109 | 102 | 9 | 88 | 117 | 96 | 0.0 | 98
O=C(O)CSC1CC(=O)N(c2ccc(Cl)cc2)C1=O (configuration not stated) | 103 | 103 | 6 | 91 | 104 | 101 | 0.0 | 97
CC(=O)OC(C[N+]1(C)CCCCCC1)c1ccccc1 (configuration not stated) | 84 | 100 | -1 | 98 | 96 | 103 | 0.1 | 105
COc1cccc(CNC(=O)CCC2CCCN(C(=O)c3cc(C)[nH]n3)C2)c1 (configuration not stated) | 97 | 111 | 2 | 103 | 103 | 120 | -0.1 | 105
COc1ccc(-c2n[nH]c(C(F)(F)F)c2-c2cc3ccccc3o2)c(O)c1 | 120 | 90 | 0 | 109 | 90 | 99 | 0.1 | 97
O=C(Cc1cccs1)N1CCC(c2nc3c(nnn3Cc3ccccc3)c(=O)[nH]2)CC1 | 106 | 98 | -4 | 145 | 106 | 102 | 0.0 | 108
Cc1nc(SCCOc2ccccc2)[nH]c(=O)c1Cc1ccccc1 | 104 | 95 | 1 | 94 | 105 | 100 | 0.0 | 98
O=C(NCCc1cccnc1)c1cc(COc2ccc(F)cc2Cl)on1 | 90 | 98 | 10 | 113 | 98 | 101 | 0.0 | 94
COc1ccc(C(=O)Nc2cccc3c2CCCC3)cc1 | 99 | 98 | 15 | 93 | 100 | 104 | 0.0 | 105
CC1CCN(CCNC(=O)c2ccc3c(=O)n(Cc4ccc(Cl)cc4)c(=S)[nH]c3c2)CC1 | 95 | 95 | 1 | 76 | 84 | 96 | -0.1 | 114
C/C(=N/NC(=O)c1cccc(C)c1)c1c(O)cc(C)oc1=O | 90 | 100 | 0 | 99 | 97 | 97 | -0.1 | 91
C/C(=N\NC(=O)c1nnn(-c2nonc2N)c1-c1cccs1)c1ccc(C)cc1 | 103 | 99 | 1 | 117 | 100 | 97 | -0.1 | 93
CC1=C(C(=O)OCC2CCCO2)C(c2ccsc2)C2=C(CC(C)(C)CC2=O)N1 (configuration not stated) | 104 | 95 | 4 | 96 | 102 | 105 | -0.1 | 98
